BRCT PPI red = BRCT-phosphoprotein interaction inhibition (red fluorophore). BRCT-phosphopeptide binding, red fluorescence polarization. Potency, µM (doses to about 76.9 µM), inactives show at the top dose activity change, negative = inhibition, hits mostly inhibitors. P38398. actives 0.03% (n = 75,000); note: % is set by controls: 0 for no effect and ±100 for the full control effect
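Rhodamine-labelled pBACH1 10-mer (100 nM) bound to BRCT domain (100 nM) at pH 7.3; compounds incubated 12 min room temperature, polarization read. Free peptide defines full inhibition; unlabelled decapeptide titrated as control.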
Fluorescein autfl = compound autofluorescence in fluorescein spectral region; actives 0.91% (n = 59,000); Compound autofluorescence, 480/540 nm, fluorescein-equivalent; active compounds read high; max fluorescein-equivalent concentration, M; in the data active = max fluorescein-equivalent concentration above about 10 nM; inconclusive = between about 1.1 nM and that limit
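Autofluorescence profiling; 100 mM Tris, pH 8.0; incubation 15 min at RT; ex/em 480/540 nm; result as fluorescein-equivalent concentration.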
HEK293 cAMP ctrl = raises cAMP in parental HEK293 cells, TSHR agonist counter-screen; parental HEK293 CNG cAMP sensor, membrane potential fluorescence; Potency, µM (titrated, usually from 57.1 µM), for the others: at the top dose activation, actives largely listed as activators; actives 2.5% (n = 73,000); AID 938; note: potency is the fitted concentration of half-maximal effect; % of control where 0% means no effect; nearly all actives have a fitted effect of over 55% in size
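Counterscreen for endogenous-receptor signalling: CNG-channel HEK 293 cells report cAMP rise by membrane depolarization. After 60 min dye equilibration with 100 uM RO 20-1724, compounds incubated 30 min before bottom-read fluorescence at 590 nm.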
Rhodamine fluor = rhodamine region autofluorescence; Rhodamine-region fluorescence, 547/598 nm, Tris buffer; active compounds read high; actives 0.05% (n = 59,000); AID 594; max dye-equivalent concentration, M; in the data active = max dye-equivalent concentration above about 11 nM; inconclusive = between about 1.1 nM and that limit
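qHTS spectral profiling of compounds without any target or enzyme present, in pH 8.0 Tris buffer; plates were read after a 15-minute room-temperature incubation using the rhodamine-region filter set.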
Casp7 inh = blocks human caspase-7 allosterically or competitively. P55210. recombinant caspase-7, Ac-DEVD-AFC fluorescence rate. actives 0.02% (n = 75,000). Potency, µM (top dose mostly 57.5 µM), inactives show at the highest dose activity change, negative = inhibition, usual class: inhibitors; active = well fitted inhibition curve with a large enough effect in the main read-out, with a control signal flat, not every such curve was filed as active; inconclusive = small, poorly fitted or top-dose-only effect, or a change in a side signal; note: potency is the fitted concentration of half-maximal effect; % of control where 0% means no effect
Caspase-1 inhib = caspase-1 (human) inhibition, allosteric or competitive. actives 0.03% (n = 75,000). P29466. AID 900. Potency, µM (titrated, usually from 57.5 µM), without a hit: at the highest dose activity change, negative = inhibition, hits mostly inhibitors. Caspase-1 enzyme, Ac-WEHD-AFC fluorogenic rate;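 note: potency is the fitted concentration of half-maximal effect; plate controls were vehicle for no effect and no substrate for full effect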
TexasRed autofl = compound fluoresces in the Texas Red spectral region; Compound fluorescence, Texas Red channel, 547/618 nm; active compounds read high; max dye-equivalent concentration, M; actives 0.06% (n = 59,000); AID 587; in the data active = max dye-equivalent concentration above about 10 nM; inconclusive = between about 1.1 nM and that limit
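Spectral interference profiling: each compound concentration's relative fluorescence, read with a 547 nm excitation and 618 nm emission filter pair, was normalized to a per-plate Texas Red standard curve.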
4MU fluor = compound fluoresces in the 4-MU spectral region; compound autofluorescence, 340/450 nm, 4-MU equivalents; active compounds read high; AID 589; actives 11% (n = 59,000); max dye-equivalent concentration, M; in the data active = max dye-equivalent concentration above about 10 nM; inconclusive = mostly about 1.1 nM to 9.6 nM
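Intrinsic fluorescence at 340/450 nm (ex/em) was read after 15 min at room temperature in pH 8.0, 100 mM Tris. Each compound concentration expressed as 4-MU-equivalent concentration from a six-point 4-MU standard series on each plate.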
BRCT inh green = blocks human BRCA1 BRCT binding to phosphopeptide, green readout. P38398. Potency, µM (highest dose often 76.9 µM), inactives show at the highest dose activity change, negative = inhibition, actives largely listed as inhibitors. BRCA1 BRCT-phosphopeptide binding, green fluorescence polarization. actives 0.05% (n = 75,000);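 note: potency is the fitted concentration of half-maximal effect; plate controls were peptide without protein for full effect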
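Fluorescence polarization: His-tagged BRCT (~35 kDa BRCA1 C-terminus, 250 nM) bound to 100 nM fluorescein-labeled phosphorylated 10-aa BACH1 peptide, pH 7.3 phosphate buffer with DTT and Tween 20. Compounds incubated 12 min at room temperature; inhibition read as lowered polarization.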
USP2a inh = inhibitors of human ubiquitin-specific protease USP2a; AID 927; USP2a enzymatic assay, qHTS inhibition; actives 0.1% (n = 60,000); Potency, µM (series often up to 38.3 µM), for inactives: at the highest dose activity change, negative = inhibition, actives largely listed as inhibitors;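 note: potency is the fitted concentration of half-maximal effect; nearly all actives have a fitted effect of over 60% in size; plate controls were DMSO for no effect and NEM full inhibition control for full effect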
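USP2 core (20 nM final) was preincubated with compound for 30 min at RT in 20 mM Tris-HCl pH 8.0, 2 mM CaCl2, 2 mM beta-mercaptoethanol; Ub-PLA2 (20 nM) plus NBD C6-HPC (20 uM) then added, fluorescence read after 2.5 h.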
A350 autofl = A350 region autofluorescence; Compound autofluorescence, 340/450 nm, Alexa 350 dye-equivalents; active compounds read high; max dye-equivalent concentration, M; actives 11% (n = 59,000); in the data active = max dye-equivalent concentration above about 10 nM; inconclusive = mostly about 1.1 nM to 9.6 nM
* marks the source's active call; other numbers are inactive results; i = inactive; u = inconclusive; x = not tested or not shown; [ ] = remark or other dose. Unless noted, calls come from the whole dose curve; as a rule, active = well fitted curve in the direction sought with a large enough effect; inconclusive = small, poorly fitted or top-dose-only effect, or another doubt; inactive = no such curve, though single readings can be large; an effect the other way counts as inactive or inconclusive. An excerpt, so the mix of outcomes need not match the whole.

Values run as follows: BRCT PPI red | Fluorescein autfl | HEK293 cAMP ctrl | Rhodamine fluor | Casp7 inh | Caspase-1 inhib | TexasRed autofl | 4MU fluor | BRCT inh green | USP2a inh | A350 autofl
CC1CC(c2ccccc2)n2nc(N3C(=O)c4ccccc4C3=O)nc2N1 (stereo unspecified)
    0.8% | i | 1% | i | 0% | -1% | i | i | -0.4% | -9% | u
CC(=O)Nc1cccc(OCC(=O)NS(=O)(=O)c2ccc(C)cc2)c1
    0.1% | i | 12% | i | 1% | 0% | u | i | -0.3% | 0% | i
CC(C)NS(=O)(=O)c1cc(C(=O)O)ccc1Cl
    0.9% | u | 3% | i | 2% | 2% | i | i | 0.3% | 3% | i
COc1ccccc1N1CCN(C(=O)C2CCN(S(=O)(=O)c3ccc(Cl)cc3)CC2)CC1
    0.5% | x | -8% | x | -4% | -5% | x | x | 0.9% | x | x
CN(CC(=O)N1CCc2ccccc21)S(=O)(=O)c1cccs1
    1.3% | i | -6% | i | -1% | 1% | u | i | -3.2% | 11% | i
Cc1ccc(OCc2nnc(SCc3nc4ccccc4[nH]3)n2Cc2ccco2)cc1
    0.1% | i | 32µM* | i | -12% | -8% | i | i | 7.5% | 53%[activator] | i
Cc1ccc(N2OC3C(=O)NC(=O)C3C2c2ccco2)cc1 (stereo unspecified)
    -1.8% | x | 4% | x | 0% | 0% | x | x | -1.1% | x | x
CCS(=O)(=O)NCCc1csc(-c2ccccc2)n1
    0.9% | i | -5% | i | 2% | -1% | i | i | -4.0% | 10% | i
COc1ccc(OC)c(C(=O)CN2CCN(S(=O)(=O)c3ccc(Br)cc3)CC2)c1
    -2.0% | x | -21% | x | -2% | -2% | x | x | 1.3% | x | x
C=CCNc1ccc(F)c(F)c1N1CCCCCC1=O
    0.5% | u | 14% | i | -1% | 1% | u | i | -0.7% | 9% | i
CC1=Nn2c(nnc2-c2ccccc2)SC1
    1.4% | i | 7% | i | 0% | -2% | i | i | 0.1% | 4% | i
Cc1cc(=S)cc(C)n1CCCn1ccnc1
    -0.7% | i | -8% | i | 0% | -2% | i | i | 1.6% | 3% | i
CCN(C(=O)c1cc(Cl)ccc1OC)c1ccccc1
    -1.7% | x | u | x | -1% | 0% | x | x | -0.9% | 7%[7.66 µM] | x
O=C(NC1CCCCNC1=O)c1ccc(Cl)cc1 (stereo unspecified)
    2.0% | u | -4% | i | 1% | 1% | i | i | -0.7% | -7% | i
CC(C)OCCCNC(=O)CNC(=O)c1cccs1
    2.0% | u | 4% | i | -2% | -1% | i | i | -7.0% | -8% | i
O=C(Cn1c(CO)nc2ccccc21)Nc1cc(C(F)(F)F)ccc1N1CCOCC1
    0.4% | u | 22% | i | -1% | 0% | i | i | -1.1% | -10% | i
O=C(NCCO)c1ccc(Cl)cc1
    0.0%[15.4 µM] | i | 15%[11.4 µM] | i | 0%[11.5 µM] | 1%[11.5 µM] | i | i | -0.7%[15.4 µM] | x | i
Cn1c(=O)[nH]c2cc(Cl)cnc21
    x | 1.8e-08M* | x | i | x | x | i | i | x | x | u
O=C(CN1CCN(Cc2ccc3c(c2)OCO3)CC1)N1CCc2[nH]c3ccc(F)cc3c2C1
    -1.7% | i | -9% | i | -9% | -10% | i | i | 1.2% | 36%[activator] | i
CC(=O)c1cccc(NC(=O)CC2Oc3ccc(C)cc3NC2=O)c1 (stereo unspecified)
    2.4% | x | -7% | x | -2% | 0% | x | x | -0.4% | x | x
CCOC(=O)c1cc2cc(C)ccc2[nH]1
    -1.7% | i | 18% | i | 1% | -1% | i | i | -2.8% | 3% | i
CCCCOC(=O)C1=C(C)Nc2ncnn2C1c1cccc(OC)c1 (stereo unspecified)
    -0.7% | i | 11% | i | 3% | 0% | u | i | 0.3% | 6% | i
COC(=O)[C@@H](NC(=O)NCc1cccs1)C(C)C
    0.7% | u | 10% | i | -11% | -9% | i | i | -3.5% | -5% | u
O=C1NCCCc2nonc21
    0.6% | u | -5% | i | 1% | 1% | i | i | 0.5% | -8% | i
COc1ccc(CCNC(=O)C2CCN(S(=O)(=O)N3CCCCCC3)CC2)cc1OC
    2.5% | i | 7% | i | -1% | -1% | i | i | -0.4% | 12% | i
O=C(OCC(=O)N1CCc2ccccc21)C1=COCCO1
    2.9% | u | -14% | i | -1% | 0% | u | u | -1.9% | -2% | 1.4e-08M*
CN1C(=O)N(C)C2(c3ccccc3)N(C)C(=O)NC12c1ccccc1 (stereo unspecified)
    0.8% | u | 3% | i | 0% | 0% | i | i | -1.9% | -4% | i
CS(=O)(=O)Nc1ccccc1C(=O)Nc1ccc2c(c1)OCCO2
    0.5% | i | 1% | i | 0% | 0% | i | i | -1.0% | 2% | i
C=CCn1c(SCC(=O)NCc2ccc3c(c2)OCO3)nnc1C1COc2ccccc2O1 (stereo unspecified)
    1.2% | u | 28% | i | 0% | -2% | u | i | -0.5% | 16% | i
CCOc1ccc2ccccc2c1CNCCN1CCOCC1
    -0.7% | u | u | i | -1% | -1% | i | i | 0.9% | 1% | i
COc1ccc(S(=O)(=O)NCC(c2cccnc2)N2CCN(c3ccccc3OC)CC2)cc1C (stereo unspecified)
    0.6% | i | -2% | i | -2% | -3% | i | u | -2.2% | 42%[activator] | u
O=c1c2ccccc2[nH]c(=S)n1CCCN1CCN(C2CCCCC2)CC1
    -0.9% | i | 21% | i | -1% | 2% | i | i | -3.7% | 4% | u
Cc1cc(=O)oc2cc(NC(=O)C3COc4ccccc4O3)ccc12 (stereo unspecified)
    1.0% | i | 21% | i | -9% | 3% | u | u | 0.8% | 5% | u
CN(C)c1ccc(-c2cncnc2N(C)Cc2ccco2)cc1
    -0.6% | i | -3% | i | -6% | -5% | i | i | 0.3% | -2% | i
CCS(=O)(=O)NCCCCc1ccccc1
    0.0% | i | 15% | i | 1% | 4% | u | i | -1.5% | -2% | i
CCOC(=O)C1CCCN(CC(=O)NC2CC2)C1 (stereo unspecified)
    -0.6% | i | 1% | i | 1% | -3% | i | i | -0.6% | 2% | i
COc1ccccc1CN1CC[C@@]2(CCCN(C(=O)c3cccc(F)c3)C2)C1
    -0.4% | i | 20% | i | 0% | -4% | i | i | -2.0% | 19% | i
COCCCNC(=O)CCSc1ccc(Cl)cc1
    -1.6% | x | 18% | x | 1% | 1% | x | x | -0.4% | -2% | x
Cn1nnnc1SCC(=O)Nc1c(Cl)cccc1Cl
    0.6% | u | -9% | i | -1% | 2% | i | i | 0.7% | 1% | i
COC(=O)COc1ccc(S(=O)(=O)NCCC2=CCCCC2)cc1
    -1.4% | i | 12% | i | -1% | 4% | i | i | -0.7% | 1% | i

Reprinted at random: 2 records from the list.
Values run as follows: BRCT PPI red | Fluorescein autfl | HEK293 cAMP ctrl | Rhodamine fluor | Casp7 inh | Caspase-1 inhib | TexasRed autofl | 4MU fluor | BRCT inh green | USP2a inh | A350 autofl
CCS(=O)(=O)NCCCCc1ccccc1
    0.0% | i | 15% | i | 1% | 4% | u | i | -1.5% | -2% | i
Cc1cc(=O)oc2cc(NC(=O)C3COc4ccccc4O3)ccc12 (stereo unspecified)
    1.0% | i | 21% | i | -9% | 3% | u | u | 0.8% | 5% | u

(list continues)
Values run as follows: BRCT PPI red | Fluorescein autfl | HEK293 cAMP ctrl | Rhodamine fluor | Casp7 inh | Caspase-1 inhib | TexasRed autofl | 4MU fluor | BRCT inh green | USP2a inh | A350 autofl
COc1ccc(OC)c(S(=O)(=O)N2CCN(c3c(C)cccc3C)CC2)c1
    -0.3% | x | 14% | x | -2% | -3% | x | x | -0.1% | x | x
COc1ccc(S(=O)(=O)N(C)CC(=O)Nc2ccccc2SC)cc1
    1.0% | i | -4% | i | -1% | 2% | i | i | 0.2% | 2% | i
CC1CCCC(NC(=O)CC2Nc3ccccc3NC2=O)C1C (stereo unspecified)
    0.3% | i | 5% | i | -3% | 0% | i | 1.9e-08M* | -2.9% | 12% | 2.1e-08M*
Cc1cc(/C=c2/sc3nc4ccccc4n3c2=O)c(C)n1-c1ccccn1
    x | u | x | i | x | x | i | i | x | x | i
Clc1ccc2oc(-c3ccccc3)nc2c1
    -1.1% | x | 16% | x | -2% | -2% | x | x | -2.7% | x | x
O=C(NC1CCS(=O)(=O)C1)N1CCCCC1 (stereo unspecified)
    x | i | x | i | x | x | i | i | x | x | i
O=C(Nc1ccc(F)cc1)N1CCN(c2nc3ccccc3s2)CC1
    0.9% | u | 26% | i | -2% | -2% | i | i | -1.3% | -3% | i
COc1ccc(OC)c(-n2c(C)nc3cc(C(=O)O)ccc32)c1
    -2.6% | i | 6% | i | -4% | 2% | i | i | 2.0% | -11% | i
COc1ccc(C(=O)c2cnc(C(C)C)n2C)cc1
    -0.6% | x | 13% | x | 1% | 0% | x | x | 2.9% | 3% | x
O=C(Nc1ccc(N2CCCCC2)cc1)c1ccc(F)cc1
    0.3% | i | 1% | i | -3% | -1% | i | i | 4.1% | 20% | i

Arranged by value in Casp7 inh (largest number first): three from the list above
Compound	Casp7 inh
COc1ccc(C(=O)c2cnc(C(C)C)n2C)cc1	1%
O=C(Nc1ccc(F)cc1)N1CCN(c2nc3ccccc3s2)CC1	-2%
O=C(Nc1ccc(N2CCCCC2)cc1)c1ccc(F)cc1	-3%

Screens deposited in PubChem by National Center for Advancing Translational Sciences (NCATS).
